# Screening results: PubChem BioAssay, several laboratories
# CatB inh = inhibitors of human cathepsin B. 63,000 tested, 0.1% active. purified cathepsin B, fluorogenic substrate, fluorescence. P07858. inhibition, %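 (tested at 10 µM)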; in the data active = inhibition above about 21%;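 also: 0% = enzyme with no compound and 100% = no enzyme blank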
# D1 allo mod = allosteric modulators of human D1 dopamine receptor; P21728; HEK293 D1, CRE-luciferase, dopamine EC30 potentiation; actives deviate in either direction; B-score at 10 µM; 58,000 tested, 5.9% active; AID 641;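 active = luminescence count or its row- and column-corrected plate score outside the 99.7% band of the plate's sample wells, on either side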
# Target sequence (P21728 whole entry, looked up): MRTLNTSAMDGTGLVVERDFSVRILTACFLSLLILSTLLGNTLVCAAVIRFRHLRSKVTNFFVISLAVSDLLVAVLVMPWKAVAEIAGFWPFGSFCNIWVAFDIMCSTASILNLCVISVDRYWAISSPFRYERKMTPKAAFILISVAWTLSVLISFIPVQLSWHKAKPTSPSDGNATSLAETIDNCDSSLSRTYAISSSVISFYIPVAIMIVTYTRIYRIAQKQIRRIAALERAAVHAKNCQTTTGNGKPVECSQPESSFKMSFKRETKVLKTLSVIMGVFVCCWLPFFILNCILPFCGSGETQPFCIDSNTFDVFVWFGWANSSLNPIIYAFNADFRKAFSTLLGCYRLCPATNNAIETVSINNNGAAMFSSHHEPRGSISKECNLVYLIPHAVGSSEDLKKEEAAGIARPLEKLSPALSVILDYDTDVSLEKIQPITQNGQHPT
# AP complement = orthogonal test for alternative complement pathway inhibitors | Human serum alternative complement pathway, LPS-coated ELISA, C3 deposition; tested in compound mixtures | 62,000 tested, 0.08% active | inhibition, % at 5 µM;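 active = inhibition above 30% in each of the two pooled mixtures holding the compound, so the lower value exceeds 30%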;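 also: 0% = serum in Mg-EGTA without compound and 100% = EDTA serum blank; some compounds past the cut are filed as inactive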
#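 Test system: human serum alternative complement pathway, C3 deposition on LPS-coated wells; also added: Plate-bound LPS; doses: 5 µM per compound in ten-compound mixtures; schedule: 1 h at 37 °C; detection: Anti-C3 ELISA, OD 450 nm; evaluation: percent inhibition of C3 deposition onto LPS; repeats: two pool placements per compound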
# E coli RNAP = inhibitors of Escherichia coli RNA polymerase; inhibition, %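 (tested at 10 µM)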; AID 559; 62,000 tested, 0.2% active; E. coli RNA polymerase, fluorescence transcription assay; in the data active = inhibition above about 20%;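 also: 0% = enzyme without compound and 100% = no enzyme blank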
# Cdc25B inh = inhibitors of human Cdc25B phosphatase; P30305; recombinant Cdc25B, OMFP fluorescence Ex485/Em525; inhibition, %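 (compounds tested at 10 µM final in the well)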; 65,000 tested, 0.1% active; in the data active = inhibition above about 50%
# Target sequence (P30305 whole entry, looked up): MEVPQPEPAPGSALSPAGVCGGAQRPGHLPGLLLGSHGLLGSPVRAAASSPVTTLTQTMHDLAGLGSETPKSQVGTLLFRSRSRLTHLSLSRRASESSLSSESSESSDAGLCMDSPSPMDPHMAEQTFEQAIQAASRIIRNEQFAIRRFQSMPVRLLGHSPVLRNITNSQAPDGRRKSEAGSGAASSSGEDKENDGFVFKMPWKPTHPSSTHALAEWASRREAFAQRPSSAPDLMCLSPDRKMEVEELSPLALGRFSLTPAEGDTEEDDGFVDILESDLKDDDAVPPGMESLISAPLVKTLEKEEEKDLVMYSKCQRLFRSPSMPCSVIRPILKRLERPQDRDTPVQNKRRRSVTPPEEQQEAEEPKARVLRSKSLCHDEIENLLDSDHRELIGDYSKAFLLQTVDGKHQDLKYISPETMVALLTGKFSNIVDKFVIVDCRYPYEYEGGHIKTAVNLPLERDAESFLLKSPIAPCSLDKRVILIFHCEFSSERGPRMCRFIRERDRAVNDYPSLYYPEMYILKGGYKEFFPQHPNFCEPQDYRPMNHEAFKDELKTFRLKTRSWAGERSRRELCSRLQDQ
# DUSP1 inh = inhibitors of human MKP-1 phosphatase | P28562 | recombinant MKP-1, OMFP hydrolysis fluorescence | inhibition, %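 (compounds tested at a single concentration somewhere between 10 and 100 µM)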 | 65,000 tested, 0.15% active;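 active = inhibition above about 50%, limit read from the data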;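 also: 0% = DMSO max control wells and 100% = wells with enzyme stopped by NaOH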
# Hsp90 block = displaces geldanamycin probe from tumor Hsp90 | P07900 | NCI-N417 lysate Hsp90, Cy3B-geldanamycin FP displacement | inhibition, % at 30 µM | 64,000 tested, 0.35% active;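 active = inhibition above 50%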;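 also: 0% = tracer plus lysate wells and 100% = tracer alone without lysate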
# CatB mix inh = inhibitors of human cathepsin B in compound mixtures. AID 488. inhibition, %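 (ten-compound pools at 5 µM per compound and 50 µM total)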. 62,000 tested, 0.06% active. P07858. Purified cathepsin B, AMC dipeptide fluorescence; in the data active = inhibition above about 22%, passing the limit was not always enough;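 also: 0% = enzyme without compound and 100% = no enzyme blank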
# Ecoli tolC = E. coli tolC mutant growth inhibition | E. coli BW25113 tolC mutant growth, OD615 | growth inhibition, % at 10 µM (by protocol) | AID 573 | 65,000 tested, 2.2% active;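 active = growth inhibition at or above a cutoff equal to the mean over every tested compound plus 3 SD, cut at about 60% in these data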;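 also: growth measured after 20 h incubation at 37 °C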
#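 Test system: E. coli BW25113 ΔtolC::kan bacteria | Medium: Kanamycin-containing LB broth (50 µg/mL) | Dosing: One dose of 10 µM final | Times: 20 h incubation with compound, 37 °C | Detection: Optical density read at 615 nm | Read-out basis: Percent growth inhibition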
# * hit, by the source's call; x = not tested or not shown; & = joins results of further samples.
# Results follow in this order: CatB inh	D1 allo mod	AP complement	E coli RNAP	Cdc25B inh	DUSP1 inh	Hsp90 block	CatB mix inh	Ecoli tolC
1) O=C1CC(c2cccc(Cl)c2)CC(O)=C1C=NCCCO (stereo not drawn)
    -3	0.5	12	6	-2	0	-3	7	-13
2) O=C(CC1C(=O)NCCN1C(=O)c1ccc(F)cc1)OCc1ccccc1 (stereo not drawn)
    -2	-0.59	12	3	-2	11	3	-2	8
3) COc1ccc(CCNS(=O)(=O)c2cccs2)cc1
    1	1.1	-17	-7	0	1	2	13	7
4) COc1ccc(CNC(=O)CN2CCC(C(=O)c3ccc(OC)cc3)CC2)cc1
    -1	-0.87	9	8	-10	7	-5	6	14
5) CC(NC(=O)C1CCCCC1)c1ccc2c(c1)OCCO2 (stereo not drawn)
    2	-0.67	12	x	-3	8	1	6	-6
6) c1csc(-c2nn3c(-c4ccncc4)nnc3s2)c1
    -1	2.8	0	6	-1	-13	2	3	0
7) CC(C)(C)NC(=O)C1CC(=O)OC12CCCCC2 (stereo not drawn)
    0	-0.05	1	8	4	11	3	6	-21
8) CCCc1nnc(NC(=O)CSc2ncn[nH]2)s1
    2	-0.045	2	13	-4	7	-2	5	2
9) Cc1ncoc1C(=O)Nc1ccccc1C(N)=O
    3	-0.75	5	6	-10	-13	-9	5	-6
10) O=C(Cn1cccc1)N1CCc2ccccc21
    -1	1.7	8	4	-8	12	-8	5	-5
11) c1ccc(N2CCN(c3nc(-c4ccccn4)nc4ccccc34)CC2)cc1
    6	x	x	4	-17	-14	10	x	16
12) O=C1c2ccccc2C(=O)N1Cc1nc2ccccc2c(=O)n1CCCN1CCOCC1
    2	0.064	1	x	2	-7	-4	0	-1
13) CS(=O)(=O)N(CC(=O)Nc1ccc2c(c1)OCCO2)Cc1ccccc1
    4	-0.31	1	10	-1	0	-1	2	8
14) CCOC(=O)C1CCN(c2c(N3CCCC(C(=O)OCC)C3)c(=O)c2=O)CC1 (stereo not drawn)
    5	0.042	-7	5	-6	-6	0	6	-11
15) CCC1(C)Cc2c(sc3[nH]c(=O)[nH]c(=O)c23)CS1 (stereo not drawn)
    2	x	x	x	10	-8	-11	x	11
16) Cc1cc2c(c(=O)o1)C(CC(C)C)C(C#N)=C(N)O2 (stereo not drawn)
    3	0.73	x	9	-18	-26	-12	x	10
17) Cc1cc(C)c2[nH]c(=O)c(C(c3nnnn3CC3CCCO3)N3CCCC(C)C3)cc2c1 (stereo not drawn)
    3	-0.51	-15	4	7	11	-4	2	62*
18) COc1ccc(CCNC(=O)CNCC2CCCO2)cc1OC (stereo not drawn)
    6	1.4	9	11	5	-11	0	3	1
19) Cc1ccc(-c2nnn(CC(=O)N(CC(=O)NCC3CCCO3)c3ccccc3)n2)o1 (stereo not drawn)
    2	-0.89	-2	10	-14	0	-2	2	-10
20) CCC(C)(CC(=O)N(C)CCC#N)c1ccccc1 (stereo not drawn)
    5	x	-4	8	x	x	x	4	x
21) N#CC1=C(SCc2ccccc2)NC2=C(C(=O)CCC2)C1c1ccc2c(c1)OCO2 (stereo not drawn)
    4	-0.48	x	-1	18	2	6	x	18
22) COc1ccc(Cl)cc1S(=O)(=O)Nc1cccc(C(=O)O)c1
    -5	-0.5	12	4	-4	-14	-1	4	-6
23) CC(=O)N(c1ccc(N(C(C)=O)S(=O)(=O)c2cccs2)cc1)S(=O)(=O)c1cccs1
    6	-0.035	-4	24*	17	8	-1	5	17
24) C=CCNc1nc(-c2cccc(OC)c2O)nc2ccccc12
    x	x	x	x	4	-19	-6	x	15
25) COc1ccc(N2CCN(C(CNS(=O)(=O)c3cccs3)c3cccnc3)CC2)cc1 (stereo not drawn)
    2	-0.98	11	9	7	32	-4	3	-4
26) CNCCC=C1c2ccccc2CCc2ccccc21
    2	-4.8	2	5	-15	-12	-4&-1	-9	15
27) O=C(CN(CCO)c1ccccc1)NC12CC3CC(CC(C3)C1)C2
    -4	x	7	4	6	-18	1	0	18
28) CCOC(=O)c1[nH]c(C)c(CN(Cc2ccco2)C(=O)C(F)(F)F)c1C
    -1	-0.5	16	0	-14	10	-3	4	16
29) CC(C)C(CO)NC(=O)CC(=O)NC(CO)C(C)C (stereo not drawn)
    0	0.75	14	2	-15	-1	-3	3	-13
30) COCCNC(=O)c1ccc(Cl)c(Cl)c1
    1	-0.64	-4	-3	2	-2	0	0	-7
31) CC(C)Oc1ccc(C(=O)N(Cc2ccco2)C2CCS(=O)(=O)C2)cc1 (stereo not drawn)
    -3	-0.68	-11	5	2	21	-1	6	-6
32) COc1cccc(N2CCN(Cc3cccnc3)CC2)c1
    x	-0.23	5	6	6	-5	-2	-8	-4
33) Cc1cc(C(=O)CSc2nnc(N)s2)c(C)n1CCc1ccc(F)cc1
    1	-1.7	17	8	-13	25	-1	2	14
34) CCOC(=O)N1CCN(C(=O)c2ccc(CS(=O)(=O)c3ccccc3OC)o2)CC1
    2	-0.023	9	5	-2	23	-6	5	-8
35) C=CCn1c(SCCC(=O)O)nnc1-c1cccs1
    -1	-0.36	5	7	42	3	-8	9	-10
36) Cn1c(Cn2nnc3ccccc32)nnc1SCC(N)=O
    12	x	13	9	1	-23	-3	1	-16
37) N#Cc1ccccc1NC(=O)c1ccccc1OCC(=O)Nc1ccc2c(c1)oc1ccccc12
    -5	-0.32	16	-2	12	23	-8	-5	15
38) COCCn1c(SCC(=O)c2ccc(Cl)cc2)nnc1C(C)C
    -4	-0.34	4	2	-24	-10	-2	2	10
39) CC(=O)NC(CCS(C)(=O)=O)C(=O)Nc1cc(C)ccc1C (stereo not drawn)
    1	-0.18	12	9	-5	17	1	5	-22
40) CCOc1ccc(CNc2ccc(N3CCCC3)cc2)cc1
    4	0.92	12	9	2	14	9	1	7
41) CCC(C)(C)n1nnnc1C(c1cc2ccc(OC)cc2[nH]c1=O)N1CCN(C2CCCCC2)CC1 (stereo not drawn)
    -7	-0.17	18	-2	-3	-18	-2	4	9
42) Cc1cccc(-n2c(N)cc(=O)nc2SCC(=O)Nc2cc(C)on2)c1
    -5	-1.2	14	2	-6	5	-1	6	-13
43) C=CCn1c(SCC(=O)NC(=O)NCC(C)C)nnc1C1CCCCC1
    -2	0.27	10	4	-1	20	0	-3	5
44) COC(=O)c1cc(-c2ccccc2)sc1NC(=O)c1cc(C)on1
    10	0.58	-3	-4	-5	12	3	3	-15
45) COc1ccccc1-c1nc2n(n1)C(c1cccs1)C(C(=O)Nc1cccnc1)=C(C)N2 (stereo not drawn)
    6	-1.1	-16	8	2	6	-2	4	-15
46) CCOC(=O)c1ccc(NC(=O)CCNS(=O)(=O)c2ccc3c(c2)oc(=O)n3C)cc1
    2	x	-4	5	-6	3	0	-2	-5
47) Oc1ccccc1N=Cc1ccc[nH]1
    -6	x	6	4	-15	-23	2	3	-14
48) CCc1ccc(N(CC(=O)NC2CCCC2)S(=O)(=O)c2c(C)noc2C)cc1
    1	0.041	-7	6	-6	-2	-2	3	4
49) CCOC(=O)Nc1cc(C(=O)OC)cc(C(=O)OC)c1
    2	1.2	-1	5	-15	-5	4	4	-3
50) Cc1ccc(C)c(NC(=O)C2CCC(C)(C(=O)O)C2(C)C)c1 (stereo not drawn)
    -2	-0.75	10	-3	0	0	-1	-4	-14
51) COc1ccccc1-c1c(C)oc2c(CN3CCN(CCO)CC3)c(O)ccc2c1=O
    -7	0.37	23	-12	-1	28	-2	1	-6
52) CCN(CC)S(=O)(=O)c1ccc(C(=O)OCCN2C(=O)CCC2=O)cc1
    0	-4.9*	6	1	-45	4	0	0	-26
53) O=C(CSc1nnc(Cn2c(=O)sc3ccccc32)n1CCc1ccccc1)N1CCOCC1
    -3	0.46	-5	0	-6	23	0	3	1
54) O=C(/C=C\Nc1ccccn1)c1ccc(Cl)cc1
    1	-6*	12	1	-3	-2	-2	3	14
55) CCCCNC(=O)c1ccc(NC(=O)C2CCCO2)cc1 (stereo not drawn)
    2	0.1	19	-9	-1	15	x	2	-5
56) O=C1CC(c2nc3ccccc3[nH]2)CN1c1cccc(C(F)(F)F)c1 (stereo not drawn)
    5	x	-5	5	-5	8	1	0	7
57) CCC(C)Oc1cccc(C(=O)Nc2ccccc2N2CCOCC2)c1 (stereo not drawn)
    1	-0.0047	-1	0	-8	5	-2	0	45
58) CC(C)(C)c1cc(C(F)(F)F)nc(SCCCNC(=O)c2ccco2)n1
    -1	2.4	5	2	-8	-1	-3	2	100*
59) CCCn1c(=O)c2ccccc2n2c(SCCOc3ccc(OC)cc3)nnc12
    6	3.5	-3	6	-1	24	-2	-1	8

# Reformatted: entries from further up
cpd | Structure | CatB inh | D1 allo mod | AP complement | E coli RNAP | Cdc25B inh | DUSP1 inh | Hsp90 block | CatB mix inh | Ecoli tolC
51 | COc1ccccc1-c1c(C)oc2c(CN3CCN(CCO)CC3)c(O)ccc2c1=O | -7 | 0.37 | 23 | -12 | -1 | 28 | -2 | 1 | -6
52 | CCN(CC)S(=O)(=O)c1ccc(C(=O)OCCN2C(=O)CCC2=O)cc1 | 0 | -4.9* | 6 | 1 | -45 | 4 | 0 | 0 | -26

# By substructure, the compounds so far containing a halogen
# Results follow in this order: CatB inh	D1 allo mod	AP complement	E coli RNAP	Cdc25B inh	DUSP1 inh	Hsp90 block	CatB mix inh	Ecoli tolC
1) O=C1CC(c2cccc(Cl)c2)CC(O)=C1C=NCCCO (stereo not drawn)
    -3	0.5	12	6	-2	0	-3	7	-13
2) O=C(CC1C(=O)NCCN1C(=O)c1ccc(F)cc1)OCc1ccccc1 (stereo not drawn)
    -2	-0.59	12	3	-2	11	3	-2	8
22) COc1ccc(Cl)cc1S(=O)(=O)Nc1cccc(C(=O)O)c1
    -5	-0.5	12	4	-4	-14	-1	4	-6
28) CCOC(=O)c1[nH]c(C)c(CN(Cc2ccco2)C(=O)C(F)(F)F)c1C
    -1	-0.5	16	0	-14	10	-3	4	16
30) COCCNC(=O)c1ccc(Cl)c(Cl)c1
    1	-0.64	-4	-3	2	-2	0	0	-7
33) Cc1cc(C(=O)CSc2nnc(N)s2)c(C)n1CCc1ccc(F)cc1
    1	-1.7	17	8	-13	25	-1	2	14
38) COCCn1c(SCC(=O)c2ccc(Cl)cc2)nnc1C(C)C
    -4	-0.34	4	2	-24	-10	-2	2	10
54) O=C(/C=C\Nc1ccccn1)c1ccc(Cl)cc1
    1	-6*	12	1	-3	-2	-2	3	14
56) O=C1CC(c2nc3ccccc3[nH]2)CN1c1cccc(C(F)(F)F)c1 (stereo not drawn)
    5	x	-5	5	-5	8	1	0	7
58) CC(C)(C)c1cc(C(F)(F)F)nc(SCCCNC(=O)c2ccco2)n1
    -1	2.4	5	2	-8	-1	-3	2	100*

# No enrichment for hits; any-hit rate near 7.6%.
